From PubChem BioAssay
Wee1 stabilizer – inhibitors of human Wee1 degradation; P30291; HeLa Luc-Wee1K328M stability, luciferase luminescence; 100% = proteasome inhibitor MG132 effect; reporter increase, % at 5 µM; 220,000 compounds, 1.2% hits; AID 1321;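 active means activation above the mean of all tested compounds plus 3 SD, set per screening run, cut at about 8.8% in these data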;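 further: cells exposed to compound for 20 h before luminescence read; 0% = DMSO alone and 100% = MG132 at 30 µM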
Target sequence (P30291 whole entry K328M): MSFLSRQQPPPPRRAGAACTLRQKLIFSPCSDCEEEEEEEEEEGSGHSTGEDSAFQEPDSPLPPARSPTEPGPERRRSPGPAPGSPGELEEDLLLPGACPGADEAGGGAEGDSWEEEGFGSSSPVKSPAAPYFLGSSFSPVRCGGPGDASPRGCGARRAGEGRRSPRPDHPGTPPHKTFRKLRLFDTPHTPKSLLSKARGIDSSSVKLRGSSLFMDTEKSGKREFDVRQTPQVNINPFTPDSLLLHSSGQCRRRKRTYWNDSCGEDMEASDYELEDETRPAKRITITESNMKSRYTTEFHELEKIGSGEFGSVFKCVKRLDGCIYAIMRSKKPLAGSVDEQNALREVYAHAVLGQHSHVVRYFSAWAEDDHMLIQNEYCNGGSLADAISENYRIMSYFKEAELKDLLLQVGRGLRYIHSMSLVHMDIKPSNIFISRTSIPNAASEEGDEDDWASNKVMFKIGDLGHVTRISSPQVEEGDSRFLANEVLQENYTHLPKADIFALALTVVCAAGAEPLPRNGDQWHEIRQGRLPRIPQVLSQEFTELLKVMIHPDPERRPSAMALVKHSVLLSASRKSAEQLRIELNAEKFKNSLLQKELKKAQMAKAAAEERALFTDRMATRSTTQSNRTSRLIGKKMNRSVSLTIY
CHOP inhibitor – CHOP inhibition in unfolded protein response; CHO-K1 CHOP-promoter luciferase, tunicamycin-induced, 15-18 h; inhibition, % at 10 µM; 220,000 compounds, 3.8% hits; AID 2732;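 active means compounds that reduced the stress-induced luciferase reporter signal by more than about 70% of percent inhibition, limit read from the data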;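 further: 0% = tunicamycin plus vehicle and 100% = wells without tunicamycin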
TRPML3 agonist – activates the human TRPML3 channel. HEK293 TRPML3-YFP, Fluo-8 calcium fluorescence; 100% = the carbachol control signal. Q8TDD5. activation, % at 3 µM. 220,000 compounds, 0.29% hits;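 active means activation above its plate's cutoff, the mean activation of the plate's test wells plus 3 SD, cut at about 12% in these data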;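 further: 0% = DMSO only wells and 100% = carbachol wells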
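system = HEK293 cells stably carrying human TRPML3-YFP | doses = one concentration, 3 µM nominal, 0.3% DMSO | timing = dye loading 1 h 37 °C then 30 min ambient, 125 s read | detection = Fluo-8 calcium dye fluorescence, ex 470-495, em 515-575 nm | benchmarks = high control carbachol 87 µM, low control DMSO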
Ba/F3 V617F tox – lowers viability of Ba/F3 cells expressing EpoR and JAK2V617F; inhibition, % at 5.6 µM; AID 1446; 220,000 compounds, 1.1% hits; ATP luminescence;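 active means inhibition above the campaign mean plus 3 SD over all tested compounds, cut at about 24% in these data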;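 further: cytokine-independent growth of Ba/F3 cells driven by EpoR plus mutant JAK2; 0% = DMSO-treated cells and 100% = JAK inhibitor I control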
RBBP9 inh – inhibitors of human serine hydrolase RBBP9. O75884. recombinant RBBP9, FP-Rh probe fluorescence polarization. inhibition, % at 7.94 µM. 220,000 compounds, 0.2% hits. AID 1515;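 active means inhibition above the campaign mean of all tested compounds plus 3 SD, cut at about 14% in these data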;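 further: plate controls were DMSO wells with RBBP9 for no effect and wells lacking RBBP9 protein for full effect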
Target sequence (O75884 whole entry, looked up): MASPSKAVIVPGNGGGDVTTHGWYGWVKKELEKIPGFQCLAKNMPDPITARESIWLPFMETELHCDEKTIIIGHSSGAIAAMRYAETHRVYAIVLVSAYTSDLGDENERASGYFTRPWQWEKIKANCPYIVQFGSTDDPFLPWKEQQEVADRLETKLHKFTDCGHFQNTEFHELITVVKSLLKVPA
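Measured by – fluorescence polarization · Test system – RBBP9 protein · Input – 2.5 µM RBBP9 dispensing solution, before mixing · Measure – percent inhibition from mP, scaled between DMSO and no-protein wells · Benchmarks – DMSO-treated enzyme wells and wells lacking RBBP9 · Times – preincubation 30 min plus labeling 45 min at 25 °C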
TRPN1 ag – zebrafish TRPN1 (NompC) channel agonism; HEK293 zebrafish TRPN1-YFP, Fluo-8 calcium fluorescence; 100% = response to 87 µM carbachol; activation, % at 3 µM; 220,000 compounds, 0.18% hits;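 active means activation above its plate's cutoff, the mean activation of test wells on that plate plus 3 SD, cut at about 19% in these data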;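 further: 0% = DMSO alone and 100% = 87 µM carbachol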
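Material: zebrafish TRPN1-YFP in HEK293 cells; Doses: single test compound dose, 3 µM nominal, 0.3% DMSO; Timing: dye loading 1 h at 37 °C, then 30 min room temperature; Technique: intracellular calcium fluorescence with Fluo-8; Benchmarks: high carbachol 87 µM, low DMSO alone.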
PPC-1+TRAIL kill – kills PPC-1 cancer cells in the presence of TRAIL; AID 1443; cell killing (% activity), % at 4 µM; PPC-1 cells + TRAIL, ATPLite viability luminescence; 220,000 compounds, 0.41% hits;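 active means cell killing above 50% in the first pass at 4 µM, then a duplicate retest at 5 µM averaging 50% or more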;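 further: plate controls were cells with TRAIL plus DMSO for no effect and medium-only wells lacking cells for full effect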
BaF3 tox – parental Ba/F3 viability inhibition as JAK2V617F counter-screen; inhibition, % at 5.6 µM; 220,000 compounds, 1.1% hits; CellTiter-Glo ATP luminescence;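 active means inhibition above a per-campaign cutoff, the mean inhibition of all tested compounds plus 3 SD, cut at about 27% in these data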;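 further: 0% = DMSO wells and 100% = JAK Inhibitor I control wells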
TNF necrop inh – TNF-alpha cell death inhibition in Jurkat FADD-/- cells | Jurkat FADD-/- TNF necroptosis rescue, ATP luminescence, 24 h; 0 = TNF only, 100 = no-TNF cells | activation (protection from cell death), % at 10 µM | 220,000 compounds, 0.068% hits | AID 463075;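 active means activation, meaning protection from cell death, of at least 50% relative to plate controls; inactive means activation below 50%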;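 further: necroptosis triggered by 40 ng/mL TNF-alpha added together with compound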
* hit, by the source's call.

SMILES	Wee1 stabilizer	CHOP inhibitor	TRPML3 agonist	Ba/F3 V617F tox	RBBP9 inh	TRPN1 ag	PPC-1+TRAIL kill	BaF3 tox	TNF necrop inh
Cc1ccc(C)c(OCC(=O)NCCN(C)C)c1	2	-3	0.8	-3	3	0.8	-4	4	1.4
CCc1ccc(CN(C)C(=O)CCc2nnc(Cc3cccc(C)c3)o2)nc1	2	-1	0.6	0	-1	0.4	6	11	1.5
CSCCC(NC(=O)c1ccccc1)C(=O)OCC(=O)Nc1ccc(C)c(Cl)c1 (centres undefined)	0	82*	0.7	-2	-6	-1.0	11	1	-1.9
O=C(c1ccc(Cl)cc1[N+](=O)[O-])N1CCN(c2ccccn2)CC1	9.3*	20	1.0	-2	2	1.1	30	5	-0.3
Cc1ccc(CNC(=S)Nc2ccc(C)c([N+](=O)[O-])c2)cc1	7	49	1.8	2	8	4.0	12	14	3.4
COc1ccc(C(=O)C(OC(=O)c2ccccc2)c2ccccc2)cc1 (centres undefined)	1	17	0.9	8	-10	2.1	7	10	-3.2
Cc1cc(C)n(-c2c(F)c(F)c(CO)c(F)c2F)n1	-1	-7	0.5	-2	-8	-0.5	23	3	0.5
Cc1ccc2nc(N3CCCCC3)c(C=O)c(=O)n2c1	4	24	1.2	1	-4	-1.3	-1	2	-0.5
N#Cc1ccc(/C=N/NC(=O)CCc2ccc(S(=O)(=O)N3CCOCC3)cc2)cc1	1	-13	0.5	-1	-8	-0.2	-8	2	0.0
COc1ccc2[nH]c(C(=O)O)c(NS(=O)(=O)c3ccc(Cl)s3)c2c1	-2	19	-0.2	1	-3	-0.3	9	0	-0.5
CCN(CC)c1ccc(NC(=O)CN2C(=O)CC(C)(C)S(=O)(=O)c3ccccc32)c(C)c1	1	34	0.7	4	0	0.0	11	18	-0.7
COc1cc(N)n(S(=O)(=O)c2ccc(C)cc2)n1	1	15	0.4	0	2	-0.8	-13	-6	0.7
O=c1cc(CSc2nnc(Nc3ccccc3F)s2)nc2sccn12	-3	-16	0.2	1	-3	1.9	-1	8	-2.6
CC(c1cccs1)N(Cc1ccco1)C(=O)Nc1ccc(Cl)c(Cl)c1 (centres undefined)	1	49	0.4	-2	-17	-1.0	-14	2	1.2
Cc1oc2ccc(OCc3ccc(F)cc3Cl)cc2c1C(=O)O	0	6	-0.4	-2	-12	0.2	14	4	4.3
CC(Oc1ccccc1)c1nnc(N)s1 (centres undefined)	2	-8	0.5	0	3	0.0	18	6	-0.3
COc1ccc(OC)c(-n2c(=S)[nH]c3cc(C(=O)N(C)Cc4ccccc4)ccc3c2=O)c1	-4	-2	0.8	2	1	-1.1	-4	11	0.4
Cn1cccc1Cc1nnc(SCC(=O)NC2CCCCC2)n1-c1ccc(F)cc1	2	-5	-1.0	-3	-7	-0.1	16	4	-0.9
COc1ccc(N(C)C(=O)c2ccc3snnc3c2)cc1	0	35	-0.3	2	-6	0.6	5	2	0.6
CCOC(=O)c1c(N)sc(C(O)(C(F)(F)F)C(F)(F)F)c1-c1ccc(F)cc1	0	78*	0.1	-1	-5	-0.8	8	0	-0.1

3 compounds out of the list, ordered by molecular weight, largest number first.
SMILES	Wee1 stabilizer	CHOP inhibitor	TRPML3 agonist	Ba/F3 V617F tox	RBBP9 inh	TRPN1 ag	PPC-1+TRAIL kill	BaF3 tox	TNF necrop inh
Cc1cc(C)n(-c2c(F)c(F)c(CO)c(F)c2F)n1	-1	-7	0.5	-2	-8	-0.5	23	3	0.5
Cc1ccc2nc(N3CCCCC3)c(C=O)c(=O)n2c1	4	24	1.2	1	-4	-1.3	-1	2	-0.5
Cc1ccc(C)c(OCC(=O)NCCN(C)C)c1	2	-3	0.8	-3	3	0.8	-4	4	1.4

The listing continues:
SMILES	Wee1 stabilizer	CHOP inhibitor	TRPML3 agonist	Ba/F3 V617F tox	RBBP9 inh	TRPN1 ag	PPC-1+TRAIL kill	BaF3 tox	TNF necrop inh
O=C1CCCN1CCCNS(=O)(=O)c1cccc(F)c1	-3	9	-0.7	3	-8	-0.7	12	7	-0.1
CCCC1CCc2c(sc(NC(=O)OCC)c2C#N)C1 (centres undefined)	2	27	0.5	-5	11	-1.2	8	1	-9.2
O=C(CN1CCCCC1)Nc1cccc(Cl)c1	-3	10	0.7	2	-2	-0.2	1	0	0.4
CC(C)CNC(=O)CCc1c[nH]c2ccccc12	-1	19	0.7	3	-2	-0.9	2	6	-1.4
COC(=O)CCC(=O)Nc1ccc(Cl)c(Cl)c1	0	12	0.5	-2	1	2.2	12	2	-2.1
Clc1cccc(CSc2nc3ccncc3[nH]2)c1	1	28	0.1	-2	-8	-0.7	28	-2	-2.0
Cc1cc(C(=O)Nc2cccc(C(=O)O)c2)oc1C	-1	75*	1.3	-3	-2	-0.7	42	5	-1.9
CC(C)n1c(SCC(N)=O)nc2c1c(=O)n(C)c(=O)n2C	-2	-3	0.9	-2	-2	-0.5	-14	0	-0.6
CCOC(=O)Cn1nnnc1C(CC)N(Cc1ccccc1)Cc1cc2cc(C)ccc2[nH]c1=O (centres undefined)	1	33	0.0	-2	-10	0.1	12	0	-2.1
CCCCSCCCNC(=O)Nc1ccc(C)c(C)c1	-2	14	0.0	1	-3	-1.0	9	6	-0.2
CCCCOc1ccc(CCC(=O)N/N=C/c2ccco2)cc1	3	9	0.0	0	-3	-1.1	-7	-6	4.1
COc1cccc(S(=O)(=O)Nc2ccc3sc(C)nc3c2)c1	1	1	1.2	4	-5	0.1	-11	9	-0.4
COc1ccc(OC)c(S(=O)(=O)NCc2csc(-c3ccccc3)n2)c1	2	3	-0.5	0	-8	-0.8	9	0	-0.2
COc1ccc(C2CC(c3ccccc3)Nc3nc(NS(C)(=O)=O)nn32)cc1 (centres undefined)	1	-4	0.9	-2	-2	0.9	4	-2	-0.1
COc1ccc(NC(=O)c2sccc2SCc2cccc(C(F)(F)F)c2)cc1	-2	23	1.4	0	-16	1.0	-14	2	-3.6
CCCC1COC(Cn2cncn2)(c2ccc(C)cc2)O1 (centres undefined)	-1	9	0.0	2	5	-1.1	13	4	0.1
Cc1ccccc1C(=O)Nc1c2c(nc3ccccc13)CCCC2	0	-7	0.5	2	2	-0.9	15	9	-0.6
CC1=CC2=NC(=O)/C(=C\c3cccn3CCOc3ccc(C)c(C)c3)C(=N)N2O1	0	-5	-0.2	4	-7	-0.9	4	10	2.9
COc1ccc(C)cc1NC(=O)Nc1cnccn1	5	1	0.3	3	-7	-1.4	0	7	-4.5
CCOc1ccccc1N1C(=O)CC(Sc2n[nH]c(-c3ccccc3)n2)C1=O (centres undefined)	-1	20	0.3	-5	-4	1.7	5	10	-2.5
CCN(CC)C(=O)c1ccc2c(c1[N+](=O)[O-])C(=O)c1ccccc1C2=O	1	-29	0.1	0	3	2.0	37	6	-4.1
COC(=O)c1ccc(COc2ccccc2/C=C(\C#N)C(=O)Nc2ccccc2C)cc1	20*	8	0.1	-5	6	-0.9	12	6	2.2
CC(C)NC(=O)CSc1nnc(-c2ccc(S(=O)(=O)N3CCCC3)cc2)n1CC1CCCO1 (centres undefined)	-2	18	0.7	-2	11	1.4	3	3	1.3
O=C(Nc1ccc2c(c1)OCO2)C1Cc2ccccc2CN1S(=O)(=O)c1cccs1 (centres undefined)	-2	-36	-0.5	-2	-1	-0.3	4	6	-0.8
COc1cc2nc(Cl)nc(N3CCN(C)CC3)c2cc1OC	0	-3	0.2	1	-3	0.4	16	2	2.2
COc1cc(C(=O)NCCOc2ccccc2)c(Br)c(OC)c1OC	1	21	0.6	7	-11	-0.1	-6	7	-1.5
CCn1c(CSCc2ccc(F)cc2)nnc1SCC(=O)NCc1ccccc1	3	45	0.7	0	-5	0.7	9	4	1.6
O=C(Nc1ccc2c(c1)OCCO2)C1CC1c1ccccc1 (centres undefined)	-1	26	0.1	-1	4	-1.5	4	6	2.4
OC(c1ccccc1)(c1ccccc1)C1CCN(C(=S)NC2CCCC2)CC1	2	2	-0.5	0	1	-1.5	8	1	2.1
O=C1CSC(c2cccnc2)N1Cc1ccc(Cl)cc1 (centres undefined)	-2	6	0.6	-5	-3	-1.1	2	1	3.3
CN(C)C(C(=O)NC1CCCCC1)c1ccc(Cl)cc1 (centres undefined)	-4	-16	0.8	0	-9	1.3	12	7	1.6
CCOc1ccc(C(=O)NCc2cccnc2)cc1	-1	-1	1.1	0	-2	-0.9	10	0	0.3
Cn1c(SCC(=O)NC2CCCC2)nnc1-c1ccncc1	-1	-5	0.4	-3	-4	0.4	12	5	0.0
O=C(Cc1ccccc1)Nc1ccccc1Sc1ccccc1	-3	16	-0.1	-2	-6	-2.2	-5	1	0.8
COc1ccc(-c2cnn3c4c(c(C)nc23)CCN4C2CCCC2)cc1OC	3	63	0.3	-5	-3	-1.0	-14	-2	-7.1
COc1ccc(/C=C2\SC(=O)N(CCNC(=O)C3CCN(S(=O)(=O)c4cccs4)CC3)C2=O)cc1	0	25	0.8	0	3	0.0	5	1	0.0
CCOC(=O)N1CCN(Cc2nc(-c3cccc(C)c3)no2)CC1	1	-7	1.3	0	-2	-0.5	1	5	0.3
OC1(c2ccc(OC(F)F)cc2)CSC(=Nc2cccnc2)N1C1CC1 (centres undefined)	-1	36	3.4	29*	4	8.9	3	17	-7.0
COc1cc(/C=C2\SC(=S)N(C(Cc3ccccc3)C(=O)O)C2=O)ccc1O (centres undefined)	0	9	12*	-1	-109	22*	25	-3	-0.1
Cc1ccccc1NC(=S)NC(C)C(c1ccccc1)N1CCN(C)CC1 (centres undefined)	3	0	0.7	0	-6	0.8	16	7	2.3
CC1CN(Cc2ccccc2)c2nc3c(c(=O)n(C)c(=O)n3C)n2C1 (centres undefined)	0	-15	-1.8	1	-6	-1.9	-27	6	-5.2
Oc1ccc(C(=S)N2CCCCC2)cc1	2	27	0.4	1	-4	-1.5	4	5	0.0
COC(=O)C1CCN(C(=O)C(C)Oc2ccc(Cl)cc2Cl)CC1 (centres undefined)	-2	17	0.4	2	-12	2.4	16	2	-2.0
c1ccc(NCc2nnc3n2CCCCC3)cc1	1	45	0.9	0	-2	0.1	-11	4	-2.6
COc1ccc(NC(=O)C(OC(=O)c2ccc([N+](=O)[O-])o2)c2ccccc2)cc1Cl (centres undefined)	-1	9	0.5	-2	-6	0.6	28	3	34
O=C(CCN1C(=O)/C(=C/c2ccccc2Cl)SC1=S)NNC(=O)c1cccnc1	-1	22	-0.2	3	-4	0.3	13	1	0.1
COc1ccc(NC(=O)N2CCC(n3nnc4cc(C)ccc43)CC2)cc1	-2	27	0.5	-1	1	0.4	19	3	-0.4
Cc1ccc(C)n1-c1ccc(C(=O)NN)cc1	7	13	0.4	-3	-5	0.7	-2	-1	0.8
